# KB-V1 cytotox – kills drug-selected multidrug resistant KB-V1 cells. KB-V1 MDR cells viability, CellTiter-Glo, 72 h. Potency, µM (top dose mostly 46.1 µM), inactives show top-dose activity change, negative = cytotoxicity, actives largely listed as cytotoxic. 400,000 compounds, 3.4% hits. AID 1347076; note: potency is the fitted concentration of half-maximal effect; % is set by controls: 0 for no effect and ±100 for the full control effect; nearly all actives have a fitted effect of over 60% in size
#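 Cells of the MDR subline KB-V1 are plated, dosed with compound at multiple concentrations, and incubated 72 h at 37 degrees C; CellTiter-Glo is then added and luminescence read after 10 min.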
# TDP-43 yeast inh – inhibitors of TDP-43 toxicity in yeast. TDP-43 expressing yeast growth rescue, BacTiter-Glo, 24 h. Potency, µM (doses to about 46.1 µM), for the others: at the highest dose growth rescue (activation), most hits filed as activators. 410,000 compounds, 1.8% hits; note: potency is the fitted concentration of half-maximal effect; % of control where 0% means no effect; nearly all actives have a fitted effect of over 50% in size
#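 Cell-based yeast growth screen: TDP-43 expression induced in galactose, inoculum OD600=0.02 after raffinose pregrowth to mid-log. Read-out BacTiter-Glo luminescence at 24 hr, 30 deg C; inhibition of toxicity seen as signal increase.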
# GLP-1R agonist – agonists of human GLP-1 receptor; P43220; HEK293 GLP-1R CRE-luciferase, luminescence, 4-6 h; cells express a hypersensitive GLP-1R form; Potency, µM (top dose mostly 45.6 µM), for inactives: at the top dose activation, hits mostly activators; 380,000 compounds, 0.007% hits; AID 624172; note: potency is the fitted concentration of half-maximal effect; % of control where 0% means no effect
# PTHR1 ag – activates the human parathyroid hormone receptor PTHR1 | HEK293 GP2 PTHR1 cells, GloSensor cAMP luminescence, 1 h | Potency, µM (titrated, usually from 115 µM), inactives show top-dose activation, hits mostly activators | 410,000 compounds, 0.075% hits | AID 743266; note: potency is the fitted concentration of half-maximal effect; nearly all actives have a fitted effect of over 55% in size; some results filed as inactive show a strong effect at the top dose; inactives centre near -15; many of its hits are not listed in these tables
# Target sequence (Q03431 whole entry, looked up): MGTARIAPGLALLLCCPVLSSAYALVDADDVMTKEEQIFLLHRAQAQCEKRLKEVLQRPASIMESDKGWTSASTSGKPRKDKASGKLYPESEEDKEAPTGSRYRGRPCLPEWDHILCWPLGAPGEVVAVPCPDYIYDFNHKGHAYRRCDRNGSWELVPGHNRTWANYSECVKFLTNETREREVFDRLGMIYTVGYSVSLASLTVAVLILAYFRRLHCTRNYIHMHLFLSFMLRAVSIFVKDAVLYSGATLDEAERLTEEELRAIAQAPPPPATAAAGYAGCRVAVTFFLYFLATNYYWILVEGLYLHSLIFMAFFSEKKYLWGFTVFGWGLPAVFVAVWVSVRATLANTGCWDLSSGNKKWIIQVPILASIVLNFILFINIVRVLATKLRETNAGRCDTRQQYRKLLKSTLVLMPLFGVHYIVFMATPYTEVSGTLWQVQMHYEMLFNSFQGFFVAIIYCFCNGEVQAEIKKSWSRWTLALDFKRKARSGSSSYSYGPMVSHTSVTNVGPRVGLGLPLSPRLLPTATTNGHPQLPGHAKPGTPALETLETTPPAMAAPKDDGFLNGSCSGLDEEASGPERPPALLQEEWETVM
#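 HEK-293-derived GP2 cells expressing PTHR1 and a GloSensor cAMP reporter, 3,000/well, plated overnight, given luciferin plus IBMX (each 0.5 mM as added) for 1 h at 37 °C, then compound for 1 h at 37 °C. Luminescence was read after 15 min at room temperature.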
# D3 ag – D3 dopamine receptor (human) agonism; P35462; 410,000 compounds, 0.58% hits; D3R DiscoveRx beta-arrestin cells, luminescence, 90 min; max activation, %; in the data active = max activation above about 30%; note: 0% is about no effect; mostly tested at two doses, the higher about 12 µM
# Target sequence (P35462 whole entry, looked up): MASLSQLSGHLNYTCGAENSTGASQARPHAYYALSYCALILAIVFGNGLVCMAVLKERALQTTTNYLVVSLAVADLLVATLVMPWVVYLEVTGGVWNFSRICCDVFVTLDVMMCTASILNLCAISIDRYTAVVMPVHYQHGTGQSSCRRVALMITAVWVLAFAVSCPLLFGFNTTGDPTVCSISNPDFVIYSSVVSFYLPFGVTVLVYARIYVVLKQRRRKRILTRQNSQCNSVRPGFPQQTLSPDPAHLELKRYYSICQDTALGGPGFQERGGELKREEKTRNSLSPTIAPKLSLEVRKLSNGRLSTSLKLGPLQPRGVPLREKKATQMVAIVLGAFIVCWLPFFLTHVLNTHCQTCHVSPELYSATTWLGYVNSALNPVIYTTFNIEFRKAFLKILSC
#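 Agonist mode: compounds and dopamine controls were applied to plated cells for 90 min at 37 degrees C after an overnight attachment at 1500 cells/well. Luminescent read-out followed 30 - 60 minutes at room temperature with DiscoveRx detection reagent.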
# aSyn rescue – alpha-synuclein toxicity inhibition in yeast | Yeast expressing alpha-synuclein, growth rescue, BacTiter-Glo, 24 h | Potency, µM (top dose mostly 46.1 µM), inactives show at the highest dose growth rescue (activation), usual class: activators | 370,000 compounds, 0.14% hits; note: potency is the fitted concentration of half-maximal effect; % of control where 0% means no effect; nearly all actives have a fitted effect of over 65% in size
#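 Screening used galactose-induced yeast with toxic alpha-synuclein levels, exposed to compound for 24 hr at 30 deg C. Cell growth, read with BacTiter-Glo luminescence, gave the measured signal.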
# HEK293 tox – cytotoxicity in counter-screen for GLP-1R inverse agonists | Potency, µM (doses to about 38.3 µM), for inactives: at the highest dose activity change, negative = inhibition, most hits filed as inhibitors | HEK293 cAMP-luciferase reporter cells, luminescence, 24 h | 410,000 compounds, 0.13% hits;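 note: loss of luciferase light is scored as toxicity; potency is the fitted concentration of half-maximal effect; % is set by controls: 0 for no effect and ±100 for the full control effect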
#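 1536-well qHTS counterscreen of the MLSMR; 200 cells/uL, 12 h pre-incubation, 23 nL cpd, 24 h at 37 deg C 5% CO2, luciferase detection reagent, 12 min RT, luminescence. Inhibition = undesired.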
# GLP-1R inv ag – inverse agonists of human GLP-1 receptor. HEK293 GLP-1R CRE-luciferase, luminescence, 24 h; GLP-1R form is constitutively active. Potency, µM (doses to about 38.3 µM), without a hit: top-dose activity change, negative = inhibition, hits mostly inhibitors. 410,000 compounds, 1.6% hits. P43220; note: potency is the fitted concentration of half-maximal effect; % is set by controls: 0 for no effect and ±100 for the full control effect; nearly all actives have a fitted effect of over 55% in size
#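 Stable HEK293 clone (constitutively active GLP-1R + cAMP-response luciferase); 200 cells/uL plated, 12 h pre-culture, compound 24 hr, 37 deg C/5% CO2; detection reagent 12 min RT; luminescence.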
# D3 antag – blocks the human D3 dopamine receptor | max response, negative = inhibition, % | AID 652054 | P35462 | D3R cells, DiscoveRx beta-arrestin luminescence, antagonist mode; hits give low values | 360,000 compounds, 2.5% hits; in the data active = max response below about -50%; inconclusive = no clear call, values can overlap the other calls; note: % is set by controls: 0 for no effect and ±100 for the full control effect; mostly tested at two doses, the higher about 12 µM
#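 Cells expressing the human receptor were seeded at 1500 cells/well, incubated overnight at 37 degrees C in 5% CO2, then exposed to library compounds with dopamine controls for 90 minutes at 37 degrees C before luminescent detection.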
# * hit, by the source's call; i = inactive; u = inconclusive; x = not tested or not shown; [ ] = another dose, or the depositor's remark. Unless noted, calls come from the whole dose curve; as a rule, active = well fitted curve in the direction sought with a large enough effect; inconclusive = small, poorly fitted or top-dose-only effect, or another doubt; inactive = no such curve, though single readings can be large; an effect the other way counts as inactive or inconclusive.
# The line under a structure holds: KB-V1 cytotox, TDP-43 yeast inh, GLP-1R agonist, PTHR1 ag, D3 ag, aSyn rescue, HEK293 tox, GLP-1R inv ag, D3 antag
- CCOC(=O)c1nn(-c2ccc(C)cc2)cc1C(=O)c1ccccc1
 : u, 13µM*, 2%, -42%, -2, x, -8%, u, 0
- Cc1c(-n2cc(C(=O)c3cc(Cl)ccc3O)cc(C#N)c2=O)c(=O)n(-c2ccccc2)n1C
 : -29%, -16%, -9%, -28%[57.5 µM], 7, 0%, 5%, 15%, 3
- COCCNC(=O)CN(C(=O)CCC(=O)Nc1cc(C)on1)c1ccccc1C
 : 12%, 0%, -4%, i, 2, -2%, 7%, 0%, -8
- CC1(C)N=C(N)N=C(N)N1c1ccccc1
 : u, -2%, 2%, i, 4, -8%, 1%, 3%, -4
- COc1ccccc1NC(=O)C1=C(C)Nc2nc(SCC(=O)c3ccc(C)cc3)nn2C1c1ccc(F)cc1 (stereo unspecified)
 : 14%, -2%, x, i, -17, x, -4%, 10%, x
- COc1ccc(NC(=O)C(=O)NNC(=O)COc2ccc(Cl)cc2)c(OC)c1
 : -3%, 20%, -1%, -16%, -4, -4%, 1%, -1%, -6
- CN1CCc2c(OCC(=O)N3CCC(Cc4ccccc4)CC3)cccc2C1=O
 : u, -17%[9.22 µM], 4%, -91%[inhibitor], -5, 1%, -6%, u, -2
- O=C(CC1C(=O)NCCN1Cc1cccc(C(F)(F)F)c1)NC1CCOCC1 (stereo unspecified)
 : 17%, 11%, -1%, -7%, -5, 1%, 4%, 15%, -1
- COc1cc(OC)c(C2C=C(C(=O)O)Nc3ncnn32)cc1OC (stereo unspecified)
 : u, -1%, 1%, i, 4, x, 5%, 14%, x
- C#CCn1cc[n+](CC(=O)N(C)C)c1
 : 3%, 7%, -11%, i, 4, 0%, -22%, 6%, 4
- O=C(CSc1nnc(-c2ccncc2)n1-c1ccc(Cl)cc1)NCc1cccs1
 : -2%, 0%, -2%, i, -4, 0%, -8%, -6%, -7
- CC(=O)c1ccc(S(=O)(=O)Nc2ccc(-c3ccc(N4CCCCCC4)nn3)cc2)cc1
 : -25%, -7%, x, -52%, -16, x, 0%, 8%, x
- COCCOC1CCN(Cc2cn(Cc3ccccc3)nc2-c2cc3ccccc3o2)CC1
 : -30%, 6%, -2%, i, -13, 3%, 17%, u, -19
- CCNc1nc(NCC)nc(Oc2ccc(OCC)nn2)n1
 : -21%, -5%, 4%, -12%[57.5 µM], 2, -2%, 1%, 25%, 6
- COC(=O)c1c(C)[nH]c(C)c1-c1ccc(C)cc1
 : u, 3%, 11%, i, 5, -41%[inhibitor], 1%, u, 43
- CC(=O)Nc1ccc(NC(=O)c2ccccc2CCc2ccccc2)cc1
 : -26%, -15%, 6%, -30%, 2, 4%, -4%[7.66 µM], 9%[7.66 µM], -3
- CCN(CC)CCC#CC(O)(c1ccccc1)C1CCCCC1 (stereo unspecified)
 : 2%, -1%[9.22 µM], 7%, i, -25, 2%, -23%, u, u
- Cc1ccccc1-c1cc(C(=O)NCc2cccc(C(F)(F)F)c2)n(CC2CC(c3cccnc3)=NO2)n1 (stereo unspecified)
 : u, 23%, -2%, -38%, -7, 16%, 14%, 2%, 0
- CCc1ccc(S(=O)(=O)N(C(=O)c2ccncc2)c2ccc3oc(C)c(C(=O)OC)c3c2)cc1
 : x, 20µM*, x, -45%[inhibitor], -4, x, -21%, u, x
- CCOc1ccccc1NC(=O)NC1(C(=O)NCc2cccnc2)CCCCC1
 : u, 4%, 10%, i, -7, 2%, -14%, u, 5
- CCOC(CNC(=O)C(=O)NCC(c1ccco1)N1CCN(c2ccc(OC)cc2)CC1)OCC (stereo unspecified)
 : -16%, 5%, -5%, -11%, 2, 1%, -26%, -7%, 0
- COC(=O)c1cc(OC)c(OC)cc1NC(=S)NC(=O)c1ccco1
 : 0%, 10%, 5%, i, 1, 2%, 1%, 39%[activator], -30
- COc1cccc(N2C(=O)C3CCCN3C2c2cccs2)c1 (stereo unspecified)
 : 1%, -17%[0.397 µM], 4%, i, -11, 1%, 0%, 7%, -16
- O=c1[nH][nH]c(-c2ccccc2O)c1C(C[N+](=O)[O-])c1cccc(Cl)c1 (stereo unspecified)
 : 10%, -9%, -6%, i, 2, -7%, -17%, -1%, 2
- COc1ccc(CN(C)C(=O)c2ccc(NS(=O)(=O)c3ccc4[nH]c(=O)[nH]c4c3)cc2)c(OC)c1OC
 : -12%, u, -1%, i, 0, -3%, 4%, 21%, -1
- Cc1cc(NC(=O)CSCC(=O)N2CCN(c3ccccc3)CC2)no1
 : -19%, 8%, -13%, i, -4, 1%, 13%, -6%, -1
- CCC(NC(=O)c1ccccc1NC(=O)c1ccccc1)C(=O)NNC(=O)CSc1nc2ccccc2o1 (stereo unspecified)
 : 5%, -5%, 7%, i, 1, 1%, -5%, u, 5
- Fc1ccc(CSc2nnc3ccccn23)c(Cl)c1
 : u, 1%, 8%, -24%, -5, 1%, 1%[0.307 µM], 14%[0.307 µM], 6
- N=C1/C(=C/c2ccc(-c3cccc(C(=O)O)c3)o2)C(=O)N=C2SC=C(c3ccccc3)N12
 : -29%, 16%, -6%, -63%[inhibitor], -9, -2%, u, u, -2
- Cc1ccccc1C(=O)c1cn[nH]c1-c1ccccc1O
 : 8%, 11%, 21%, i, -6, 9%, -11%, -2%, -1

# Complete entries as entered above:
# `COc1ccc(NC(=O)C(=O)NNC(=O)COc2ccc(Cl)cc2)c(OC)c1` in the list: KB-V1 cytotox = -3%; TDP-43 yeast inh = 20%; GLP-1R agonist = -1%; PTHR1 ag = -16%; D3 ag = -4; aSyn rescue = -4%; HEK293 tox = 1%; GLP-1R inv ag = -1%; D3 antag = -6
# `O=c1[nH][nH]c(-c2ccccc2O)c1C(C[N+](=O)[O-])c1cccc(Cl)c1` (stereo unspecified) in the list: KB-V1 cytotox = 10%; TDP-43 yeast inh = -9%; GLP-1R agonist = -6%; PTHR1 ag = i; D3 ag = 2; aSyn rescue = -7%; HEK293 tox = -17%; GLP-1R inv ag = -1%; D3 antag = 2
# `COC(=O)c1cc(OC)c(OC)cc1NC(=S)NC(=O)c1ccco1` in the list: KB-V1 cytotox = 0%; TDP-43 yeast inh = 10%; GLP-1R agonist = 5%; PTHR1 ag = i; D3 ag = 1; aSyn rescue = 2%; HEK293 tox = 1%; GLP-1R inv ag = 39%[activator]; D3 antag = -30

# Further entries:
SMILES,KB-V1 cytotox,TDP-43 yeast inh,GLP-1R agonist,PTHR1 ag,D3 ag,aSyn rescue,HEK293 tox,GLP-1R inv ag,D3 antag
CCc1nc2oc3cc(OC)ccc3c(=O)c2c(=O)n1Cc1ccco1,-22%,-12%,5%,i,3,9%,-4%,19%,8
COc1ccc(OC)c(C2SCCN2S(=O)(=O)c2cccc(C(F)(F)F)c2)c1 (stereo unspecified),-21%,-9%,7%,-6%,2,3%,-10%,u,-5
Fc1cccc(NC(=S)NCC(c2cccnc2)N2CCOCC2)c1 (stereo unspecified),-2%,-33%[inhibitor],6%,i,-8,-6%,-3%,-30%,-15
O=C(COc1ccc(Br)cc1)Nc1nc(-c2cccnc2)cs1,-9%,u,1%,-8%,1,-8%,3%,3%,16
Cc1cccc(C)c1OCc1nnc(NC(=O)CSc2ccc(Cl)cc2)s1,-15%,-26%,-2%,-17%,-4,-1%,15%,18%,7
On1c(-c2ccccc2)nc2ccccc21,-19%,-14%,7%,i,10,-13%,-3%,20%,-6
CCc1nc2sc3c(O)cc(=O)[nH]c3c2cc1C,-14%,-20%,1%,-13%,1,-9%,-2%,1%,-17
COC(=O)C1=C(C)OC(N)=C(C#N)C1c1ccccc1 (stereo unspecified),4%,u,-7%,-1%[57.5 µM],1,1%,4%,10%,17
CC(C)(C)n1nnnc1C(c1cccs1)N1CCCC2(CCCCC2)C1 (stereo unspecified),-5%,-24%,-4%,i,0,-10%,-15%,0%,u
CCOC(=O)CN(C(=O)COC(=O)C1(c2ccccc2)CC1)c1ccc(F)cc1,u,-18%,6%,i,-6,15%,-1%,u,-28
CCOC(=O)N1CCC(N2C(=O)c3ccccc3C2Nc2ccc3c(c2)OCCO3)CC1 (stereo unspecified),-8%,19%,-3%,-55%,-5,-2%,-18%,u,-14
COc1ccc2oc3cc(C)[n+]([O-])c(-c4ccc(C)cc4)c3c2c1,5.8µM*,2%,4%,i,1,-10%,-5%,0%,-24
Cc1ccc(-c2cc(C(=O)N3CCOCC3)c3ccccc3n2)cc1,3%,-12%,-3%,-6%[57.5 µM],1,-1%,-7%,-20%,24
CNC(=O)NCCN1CCCC1=O,23%,-13%,-13%,i,1,1%,5%,4%,2
COC(=O)c1ccccc1NC(=O)COC(=O)[C@H](C)NC(N)=O,9%,0%,15%,i,2,1%,2%,12%,0
Nc1nc(C(F)(F)F)c(Br)c(=O)n1N,15%,-4%[9.22 µM],3%,i,4,-1%,1%[7.66 µM],-9%[7.66 µM],5
COC1=CC(=O)C(C2CC(=O)c3c(O)cc(O)cc3O2)=CC1=O (stereo unspecified),u,0%,-3%,i,0,3%,-19%,2%,-21
Cc1cccc(C)c1NC(=S)N(CCN(C)C)C(C)c1ccccn1 (stereo unspecified),3%,6%,-1%,i,3,2%,11%,-2%,16

# Source: PubChem BioAssay

# An excerpt; rates above refer to the full screens.
